SENP8 block-1 – SENP8 (human) protease inhibition | Q96LD8 | recombinant SENP8, Nedd8 substrate fluorescence | inhibition, % at 20 µM | 360,000 tested, 0.64% active | AID 602440; in the data active = inhibition mostly above about 40%, no sharp cut-off; inactive = mostly below about 27%
Target sequence (Q96LD8 whole entry, looked up): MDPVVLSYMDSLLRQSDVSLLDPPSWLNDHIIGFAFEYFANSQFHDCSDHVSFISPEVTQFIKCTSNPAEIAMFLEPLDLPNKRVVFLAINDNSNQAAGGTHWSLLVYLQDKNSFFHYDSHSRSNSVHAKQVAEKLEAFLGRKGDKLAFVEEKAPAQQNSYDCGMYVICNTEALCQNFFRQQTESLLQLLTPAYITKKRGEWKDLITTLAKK
SENP6 block – blocks the human protease SENP6 | Q9GZR1 | Recombinant SENP6 catalytic domain, aminoluciferin luminescence | inhibition, % at 10 µM | 330,000 tested, 1.8% active | AID 2599;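 active = inhibition above about 50% at the single tested dose, limit read from the data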;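 also: plate controls were DMSO wells with enzyme for no effect and DMSO wells lacking enzyme for full effect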
SENP1 FRET inh – blocks the human SENP1 SUMO protease catalytic domain. recombinant SENP1 catalytic domain, CyPet-SUMO1-YPet FRET cleavage. 360,000 tested, 0.21% active. inhibition, % at 10 µM;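 active = inhibition at least 30% at 10 µM, raw YFP signal under a set limit, fluorescence ratio 0.5 to 1.5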;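 also: 0% = enzyme with DMSO and 100% = no enzyme wells; some results filed as inactive read as strong as hits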
Target sequence (Q9P0U3 419-644 limits assumed): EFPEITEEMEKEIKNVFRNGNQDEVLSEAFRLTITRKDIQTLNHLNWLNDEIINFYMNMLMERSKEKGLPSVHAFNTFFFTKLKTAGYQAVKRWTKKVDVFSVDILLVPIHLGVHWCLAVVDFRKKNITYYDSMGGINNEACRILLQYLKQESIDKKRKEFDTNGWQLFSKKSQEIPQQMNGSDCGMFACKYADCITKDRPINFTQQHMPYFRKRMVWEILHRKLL
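material = recombinant human SENP1 catalytic domain, His6-tagged | quantity = 20 pM enzyme | reagent = 25 nM SUMO1 FRET substrate | compound dosing = 10 µM single point, 0.5% DMSO | timing = 50 min enzyme reaction, room temperature, light-protected | detection = FRET, CFP and YFP emission | control set = no-enzyme low, enzyme-DMSO high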
NLRP3 yeast inh – blocks the NALP3 inflammasome reconstituted in yeast; Yeast reconstituted NLRP3/ASC/caspase-1, beta-gal luminescence, 24 h; inhibition, % at 10 µM; 330,000 tested, 0.39% active; AID 2825;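 active = inhibition of 50% or more; inactive = inhibition below 50%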;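 also: plate controls were induced DMSO wells for no effect and uninduced yeast grown without galactose for full effect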
PfGluPho inh – PfG6PD (Plasmodium falciparum) enzyme inhibition; PfGluPho enzyme, NADPH resazurin-diaphorase fluorescence; inhibition, % at 20 µM; 350,000 tested, 0.78% active;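 active = inhibition reaching at least a set limit at 20 µM in the primary screen, cut at about 59% in these data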;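 also: 0% = DMSO wells with substrate and 100% = DMSO wells lacking glucose-6-phosphate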
SENP8 block-2 – SENP8 protease inhibition. Q96LD8. purified SENP8, Z-RLRGG-aminoluciferin cleavage, luminescence. inhibition, % at 10 µM. 330,000 tested, 1.2% active. AID 2540; in the data active = inhibition above about 50%
Apaf1 inhib – blocks human Apaf-1 apoptosome activity; reconstituted apoptosome caspase-3 activity, DEVD-Rh110 fluorescence; AID 489030; 330,000 tested, 0.71% active; inhibition, % at 20 µM; O14727; active = inhibition of at least 40% at 20 µM;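 also: plate controls were DMSO wells for no effect and DEVD-CHO caspase inhibitor wells for full effect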
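System: Apoptosome proteins | Medium: Hepes pH 7.5 with detergent and BSA | Also added: Cytochrome c trigger plus (Z-DEVD)2-Rh110 caspase-3 substrate | Incubation: 30 min compound preincubation, 50 min activation, room temperature | Detection: Rhodamine 110 fluorescence at Ex 480/Em 540 nm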
HKDC1 inhibitor – inhibitors of human hexokinase HKDC1 | Q2TB90 | recombinant HKDC1, G6PDH/diaphorase resazurin coupled fluorescence | inhibition, % at 20 µM | 340,000 tested, 0.16% active | AID 493160;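 active = inhibition above about 35% when tested at 20 µM, limit read from the data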;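 also: plate controls were DMSO wells with enzyme for no effect and DMSO wells lacking enzyme for full effect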
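Incubation: 90 min at room temperature in dark / Material: recombinant HKDC1 (HK5) hexokinase enzyme, produced in-house / Quantity: enzyme 5 µg/mL final / Compound: one dose of 20 µM, 1% DMSO / Reagent: glucose and ATP substrates / Buffer or medium: Tris pH 8.0 buffer with MgCl2, Tween-20, BSA, BME / Technique: resorufin fluorescence at 613 nm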
SENP7 inh – inhibitors of human SENP7 protease | Q9BQF6 | recombinant SENP7, Z-RLRGG-aminoluciferin luminescence, 40 min | 330,000 tested, 1.5% active | AID 434973 | inhibition, % at 5 µM;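 active = inhibition above about 50% at the single test dose, limit read from the data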;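 also: plate controls were DMSO with enzyme for no effect and no enzyme buffer wells for full effect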
Target sequence (Q9BQF6 706-1050 limits assumed): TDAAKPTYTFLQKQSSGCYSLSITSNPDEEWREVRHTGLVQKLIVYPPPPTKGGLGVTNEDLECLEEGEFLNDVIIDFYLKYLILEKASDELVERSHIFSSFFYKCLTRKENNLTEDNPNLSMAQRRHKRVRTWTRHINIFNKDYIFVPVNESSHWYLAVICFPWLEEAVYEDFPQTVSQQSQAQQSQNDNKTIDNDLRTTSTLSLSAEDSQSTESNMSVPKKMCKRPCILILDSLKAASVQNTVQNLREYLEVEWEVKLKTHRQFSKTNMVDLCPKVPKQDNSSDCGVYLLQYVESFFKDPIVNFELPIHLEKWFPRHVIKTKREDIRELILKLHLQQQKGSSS
An asterisk follows results filed as active; nt = no result given.

SMILES	SENP8 block-1	SENP6 block	SENP1 FRET inh	NLRP3 yeast inh	PfGluPho inh	SENP8 block-2	Apaf1 inhib	HKDC1 inhibitor	SENP7 inh
Cc1nn(-c2cccc(Cl)c2)nc1C(=O)Nc1cccc(C(=O)NC2CC2)c1	0.1	-0.8	-1.1	33.1	-1.1	-6.3	-1.8	-2.6	10.2
COC(=O)c1ccc2c(=O)n(-c3ccccc3)c(SCN3C(=O)c4ccccc4C3=O)nc2c1	-325.0	-10.3	-1.4	15.1	-1.5	-6.7	-4.7	-9.5	-4.1
O=C(NCc1ccco1)/C(=C\c1ccco1)NC(=O)c1ccccc1Cl	0.5	-5.4	-2.0	14.3	8.2	1.9	8.9	-7.4	2.5
O=c1c(Cl)c(N2CCN(c3ccccc3)CC2)cnn1C12CC3CC(CC(C3)C1)C2	16.6	-3.9	0.3	5.3	0.5	-8.3	22.2	-7.9	1.5
C=CCn1c(-c2sc3nc(C)cc(C)c3c2N)n[nH]c1=S	-411.0	-24.7	-63.9	19.5	27.9	-3.8	6.6	0.2	-1.0
O=C(O)C1[C@H]2C(=O)N(Cc3cccs3)C[C@]23C=C[C@H]1O3 (stereo partly drawn)	13.0	1.2	1.8	-13.7	-15.5	12.3	-4.9	-0.3	-1.7
COc1ccccc1N1CCN(C(=O)c2cc(-c3ccc(Cl)c(Cl)c3)on2)CC1	10.8	2.1	0.1	3.5	-2.5	2.8	-1.6	-13.2	-6.9
COc1ccc(C(=O)CSc2nnc(CNC(=O)c3ccc(OC)cc3)n2C)cc1	13.9	7.0	0.8	15.5	11.7	2.6	-20.2	-6.9	1.1
O=C(CCCN1C(=O)/C(=C\c2ccco2)SC1=S)Nc1cccc2ccccc12	30.0	15.0	12.6	50.0	9.3	4.9	27.9	-5.7	4.8
CCCCc1cc(=O)oc2c(C)c(OCC(=O)N3CCC(C(=O)O)(c4ccccc4)CC3)ccc12	-13.2	-7.7	-0.3	-8.1	-15.9	-14.8	7.8	1.9	-11.0
COc1cc(SC)ccc1C(=O)Nc1cccc(S(=O)(=O)NC2=NCCCCC2)c1	-2.3	2.3	0.9	0.3	8.6	3.1	15.8	-5.8	5.5
O=C(Nc1ccc(Cl)cc1)c1cc2c(cc1O)[nH]c1ccccc12	-265.4	-17.7	-4.6	53.0*	38.4	-7.1	13.3	-0.2	-6.1
CC(C)N(C(=O)CSc1nnc(CNc2ccc(F)cc2)o1)C(C)C	22.4	-18.1	-1.2	-0.6	10.0	-6.3	12.7	-2.4	-3.5
CCCCN(C)CCn1c(=S)[nH]c2cc(OCC)c(OCC)cc2c1=O	3.9	-13.6	1.9	9.2	5.1	0.6	-10.3	-0.9	1.9
O=C(Nc1cccnc1)c1cc(-c2ccco2)on1	18.3	48.6	-0.9	13.1	-9.6	23.4	-12.6	-8.1	58.3*
O=C(O)CN1C(=O)/C(=C/c2ccsc2)SC1=S	13.3	8.1	0.9	14.5	-9.4	0.9	0.5	-4.9	2.2
Cc1sc2ncnc(SCC(=O)NNC(=O)c3ccco3)c2c1C	17.1	4.6	-0.3	-2.7	-8.1	3.6	-13.3	-12.9	-3.3
Cc1cccc(C)c1N1C(=O)CC(N(O)c2ccccc2)C1=O (stereo not drawn)	19.1	-1.8	2.0	20.5	5.8	0.3	1.2	-2.7	0.3
C/C=C(\C)CN1CCC(Oc2ccc(C(=O)NCc3ccccn3)cc2)CC1	8.4	4.3	-5.7	7.6	7.7	-3.5	2.3	-4.4	-8.1
Cc1cc(C(=O)COC(=O)c2ccc(O)cc2)c(C)n1-c1ccccc1F	-20.1	0.2	-0.3	-3.6	-3.8	18.2	17.4	8.1	-16.7
CC(C)C(=O)Nc1ccc(Cc2ccc(NC(=O)C(C)C)c(O)c2)cc1O	7.2	18.3	1.0	18.1	6.2	-1.6	10.2	-9.9	9.2
Cc1cc(C)cc(Nc2ncc3c(n2)CCCC3=O)c1	-26.7	-5.1	0.6	21.6	3.1	-14.2	-22.0	0.8	3.4
CC(=O)N1CCOc2ccc(S(=O)(=O)N3CCC(C(=O)NCc4ccccc4)CC3)cc21	11.6	-1.5	0.3	17.6	-11.1	8.2	6.0	-2.2	-11.2
CCOC(=O)C1=C(COC(=O)/C=C/c2cccc([N+](=O)[O-])c2)NC(=O)NC1C (stereo not drawn)	10.3	-22.3	1.1	9.8	-8.7	0.0	11.7	-0.6	-0.7
Cc1ccc(NC(=O)CSc2nc3ccccc3c3nc4ccccc4n23)cc1	-0.5	14.4	0.1	-7.7	0.7	-6.4	-11.5	-10.2	5.7
Cc1nc2cc(-c3ccccc3)[nH]n2c(=O)c1C	-112.2	6.3	-2.5	12.9	-6.8	2.8	-7.3	9.3	11.3
COc1ccc(N(C(C)C(=O)Nc2cccnc2)S(C)(=O)=O)cc1 (stereo not drawn)	-0.6	11.1	0.6	5.4	-1.0	1.7	-6.9	-5.1	1.1
CC(NS(C)(=O)=O)C(c1cccs1)N1CCN(c2ccc(F)cc2)CC1 (stereo not drawn)	14.4	-4.7	0.6	-2.5	-9.5	-11.1	-10.6	-9.1	-5.5
CCc1ccc(NC(=O)CS(=O)CC(=O)Nc2ccc(N3CCOCC3)cc2)cc1 (stereo not drawn)	13.5	6.3	-3.0	9.9	-12.4	-3.7	5.0	1.7	0.2
CCOC(=O)c1c(NC(=O)CSc2nnnn2C)sc(C(=O)N(C)C)c1C	12.7	-6.7	-0.1	-6.2	-9.5	1.5	-4.2	13.0	-8.5
CCOC(=O)N1CCC2(CC1)C(C#N)=C(N)OC1=C2C(=O)CC(C)C1 (stereo not drawn)	13.7	-10.2	-5.0	5.3	-13.8	-1.8	3.2	-2.9	1.5
CCOC(=O)c1c(NC(=O)Cn2nnc(-c3ccc(Cl)cc3)n2)sc(C)c1C	5.9	-4.6	-0.2	11.3	7.2	2.9	15.9	-2.3	4.5
CN(C(=O)c1ccncc1)c1nnc(-c2cnccn2)s1	-5.8	-19.7	-0.6	10.8	-15.2	-2.6	16.6	-5.5	-8.5
NC(=O)C1CCN(c2nc(-c3ccccc3-c3ccccc3)cs2)CC1	2.3	-0.4	2.1	8.8	1.1	-0.8	9.3	4.3	8.9
CCOC(=O)c1c(-c2ccccc2)oc2ccc(OCC(O)CN(C)C)cc12 (stereo not drawn)	-315.1	-9.5	-0.6	8.2	-0.2	-6.5	18.9	6.3	-3.3
Cc1ccnc(NC(=O)CCC(=O)N(CC(=O)NC(C)(C)C)c2ccc3c(c2)OCO3)c1	1.1	-23.6	-2.4	7.1	11.1	7.0	7.8	-1.5	0.6
CC(C)C(C(=O)NC1CCCC1)N(CC1CCCO1)C(=O)CNS(=O)(=O)c1ccccc1 (stereo not drawn)	-1.1	-0.6	0.2	-4.2	-23.8	8.4	-2.2	-7.3	3.3
Cc1cccc(C)c1-n1ncc(C(=O)NC2CCCC2)c1C1CCNCC1	3.8	6.9	-0.2	0.9	8.3	5.1	-2.0	-4.4	4.5
O=C(C1=NN(c2ccccc2)C2C(=O)N(c3cccc(Cl)c3)C(=O)C12)c1ccccc1 (stereo not drawn)	-200.8	nt	-25.6	nt	-7.8	nt	nt	-0.8	nt
COc1ccc(OC)c(S(=O)(=O)N2CCN(CC(O)CN3CCOCC3)CC2)c1 (stereo not drawn)	4.8	-24.1	0.1	4.7	-1.1	-1.4	-1.3	-3.8	6.1
CCNC(=S)N=Nc1c(O)n(Cc2ccc(Cl)cc2)c2ccccc12	24.6	-1.5	5.7	21.7	2.1	-8.7	11.5	-8.3	-8.5
Cc1ccc(C(C)NC(=O)c2ccc3c(c2)OCO3)cc1C (stereo not drawn)	5.9	4.8	-1.5	33.5	4.0	2.4	13.0	-3.4	2.4
COc1ccc(-n2c(C)cc(/C=C3\SC(=S)N(Cc4ccco4)C3=O)c2C)cc1	5.5	nt	-26.5	nt	14.3	nt	nt	-2.9	nt
CCOc1ccc(C2=NNC(c3cccs3)=Nc3ccc(OC)cc32)cc1OCC	4.1	-7.0	7.6	2.7	-8.4	-3.8	22.9	-1.1	9.7
O=C1C2CCCN2C(=S)N1c1ccc(Cl)cc1 (stereo not drawn)	18.2	-15.0	1.2	19.3	5.6	-1.6	0.9	-4.8	2.4
O=C(NNC(=S)Nc1ccccc1Cl)C1CC1	17.0	-12.7	1.9	9.7	-3.7	-3.1	-1.0	-0.5	5.5
CCN(CC(=O)NC(=O)NC1CCCC1)Cc1ccccc1	12.0	0.6	-0.5	11.4	14.5	11.9	6.4	-3.2	-4.5
Cc1cccc(NC(=S)NCc2ccc3c(c2)OCO3)c1C	11.4	16.9	-1.4	14.1	-2.4	9.4	6.9	-7.0	21.2

6 of the compounds above, with values under each structure.
Results follow in this order: SENP8 block-1, SENP6 block, SENP1 FRET inh, NLRP3 yeast inh, PfGluPho inh, SENP8 block-2, Apaf1 inhib, HKDC1 inhibitor, SENP7 inh
COc1ccc(-n2c(C)cc(/C=C3\SC(=S)N(Cc4ccco4)C3=O)c2C)cc1
  5.5, nt, -26.5, nt, 14.3, nt, nt, -2.9, nt
CCOc1ccc(C2=NNC(c3cccs3)=Nc3ccc(OC)cc32)cc1OCC
  4.1, -7.0, 7.6, 2.7, -8.4, -3.8, 22.9, -1.1, 9.7
O=C1C2CCCN2C(=S)N1c1ccc(Cl)cc1 (stereo not drawn)
  18.2, -15.0, 1.2, 19.3, 5.6, -1.6, 0.9, -4.8, 2.4
O=C(NNC(=S)Nc1ccccc1Cl)C1CC1
  17.0, -12.7, 1.9, 9.7, -3.7, -3.1, -1.0, -0.5, 5.5
CCN(CC(=O)NC(=O)NC1CCCC1)Cc1ccccc1
  12.0, 0.6, -0.5, 11.4, 14.5, 11.9, 6.4, -3.2, -4.5
Cc1cccc(NC(=S)NCc2ccc3c(c2)OCO3)c1C
  11.4, 16.9, -1.4, 14.1, -2.4, 9.4, 6.9, -7.0, 21.2

Next part.
SMILES	SENP8 block-1	SENP6 block	SENP1 FRET inh	NLRP3 yeast inh	PfGluPho inh	SENP8 block-2	Apaf1 inhib	HKDC1 inhibitor	SENP7 inh
Cc1cccc(N2CC(C(=O)OCC(=O)c3ccc(OC(=O)c4cccs4)cc3)CC2=O)c1C (stereo not drawn)	19.0	1.2	1.8	-0.6	11.8	2.0	19.4	6.8	-0.2
Cc1cccc(C(=O)Nc2ccc(NC(=O)CN3CCOCC3)cc2)c1	16.3	-16.3	-1.8	23.3	-0.8	8.5	-1.9	-8.3	-1.2
Cc1cc(C(=O)NC2CC(C)(C)Cc3c2cnn3-c2ccccc2)n[nH]1 (stereo not drawn)	4.1	-4.1	2.0	3.7	1.4	-0.9	-0.7	-3.1	0.5
O=C(COc1ccccc1F)OCC(=O)c1ccc([N+](=O)[O-])cc1	23.0	-4.4	0.5	-8.6	88.1*	4.5	-4.5	-5.0	9.3
CC(C)Cc1cc(C(=O)Nc2cccc(O)c2)no1	2.0	92.8*	0.4	10.1	-6.8	85.6*	3.7	-1.4	91.5*
Cc1nc(-n2cc(F)c(=O)[nH]c2=O)c2nc(C)oc2n1	10.6	3.6	1.3	5.6	5.8	2.0	-10.7	-7.1	5.6
COc1ccc(/C=N/NC(=O)c2nc(-c3ccccc3)cc(-c3ccccc3)n2)cc1	-236.5	-10.5	0.7	26.5	-0.1	-1.4	6.7	-1.2	-0.1

Compounds were not picked by outcome; 4.1% or so of the library scored in one or more.
